Screens (PubChem BioAssay)
V1R ag counter: agonists of human V1a receptor, primary screen, counter-screen for OXTR agonist project, fluorescence, CHO-V1R cells; Vasopressin V1a receptor (Homo sapiens), P37288; 320,000 tested, 0.25% active; Fluo-8 calcium fluorescence, agonist mode; 0% DMSO, 100% 3 nM vasopressin; activation, % at 3 µM;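 active = activation above the mean activation of all tested compounds plus 3 SD, per screening run, cut at about 20% in these data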;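 note: signal is peak over basal fluorescence ratio across a 100 second FLIPR read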
OXTR ag: human OXTR agonists, primary screen, fluorescence, CHO-OTR cells, Fluo-8 calcium; Oxytocin receptor (Homo sapiens), P30559; Fluo-8 calcium fluorescence; normalized: DMSO 0%, oxytocin 100%; activation, % at 3 µM; 320,000 tested, 0.32% active;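 active = activation above the mean of all tested compounds plus 3 SD, cutoff set per screening run, cut at about 20% in these data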;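 note: peak over basal fluorescence ratio from a 100 s FLIPR kinetic read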
Target sequence (P30559 whole entry, looked up): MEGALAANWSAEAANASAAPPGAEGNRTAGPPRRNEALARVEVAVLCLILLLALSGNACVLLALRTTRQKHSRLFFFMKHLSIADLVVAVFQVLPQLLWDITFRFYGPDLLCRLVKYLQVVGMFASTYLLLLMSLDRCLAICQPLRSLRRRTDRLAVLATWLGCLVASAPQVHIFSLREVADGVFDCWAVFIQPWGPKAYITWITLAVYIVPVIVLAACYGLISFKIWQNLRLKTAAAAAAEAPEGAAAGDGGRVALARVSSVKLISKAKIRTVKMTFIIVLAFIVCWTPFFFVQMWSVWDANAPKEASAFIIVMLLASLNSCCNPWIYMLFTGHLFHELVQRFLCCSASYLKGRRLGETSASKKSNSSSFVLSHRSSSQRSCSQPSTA
GalR3 antag: GalR3 antagonists in HEK293 cells, primary screen, cell-based, fluorescence readout; HEK293 GalR3-CNG cAMP membrane potential fluorescence; galR3 body fused to GalR1 C-terminus; 360,000 tested, 0.44% active; AID 651719, 2012; Galanin receptor type 3 (Homo sapiens), O60755; inhibition, % at 3 µM;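 active = inhibition above the screen-wide average plus 3 SD, cut at about 13% in these data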;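 note: forskolin and galanin both at EC90 stimulate the cells; cAMP rise reported by CNG channel membrane potential dye signal; 0% = forskolin plus galanin with DMSO and 100% = forskolin alone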
Target sequence (O60755 1-299 limits assumed): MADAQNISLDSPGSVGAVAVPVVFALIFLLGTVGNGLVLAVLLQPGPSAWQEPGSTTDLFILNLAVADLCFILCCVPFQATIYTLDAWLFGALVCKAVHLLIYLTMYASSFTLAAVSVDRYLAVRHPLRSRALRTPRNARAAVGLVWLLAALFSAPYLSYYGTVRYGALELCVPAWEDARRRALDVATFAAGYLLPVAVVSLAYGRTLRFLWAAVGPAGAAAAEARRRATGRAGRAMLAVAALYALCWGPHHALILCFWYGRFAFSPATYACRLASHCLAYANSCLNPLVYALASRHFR
* hit, by the source's call. A portion of the library; the hit share may differ from the screen's.

canonical_smiles	V1R ag counter	OXTR ag	GalR3 antag
Cc1noc(C)c1S(=O)(=O)N(C)C[C@H]1Oc2ccc(NS(=O)(=O)c3ccc(F)cc3)cc2C(=O)N([C@H](C)CO)C[C@@H]1C	0.6	0.6	-5.8
COc1ccc(Cl)cc1C(=O)OCC(=O)c1ccc[nH]1	1.1	4.3	-6.7
CC1CCCC(C)N1C(=O)COC(=O)CNC(=O)c1sc2ccccc2c1Cl (stereo not drawn)	4.8	3.2	-3.3
O=[N+]([O-])c1ccc(Cc2ccccn2)cc1	-0.3	-0.8	-2.8
CCOC(=O)c1nn(-c2ccc(C)cc2)c(=O)cc1OCC(=O)Nc1ccc(OC)cc1	1.1	-0.7	-4.4
O=C(c1csc2c1CCCC2)n1cccn1	-0.1	-1.0	6.0
Oc1ccccc1-c1cc(-c2ccccc2)n[nH]1	0.7	1.3	-5.2
COc1ccc([C@H]2CC(=O)C=C(c3cc(OC)ccc3OC)C2)cc1	0.7	1.4	-7.1
O=C(COC(=O)COc1cccc(C(F)(F)F)c1)NC1CCCC1	0.2	-0.2	-1.9
O=C(NCC1COc2ccccc2O1)c1cccc(S(=O)(=O)N2CCOCC2)c1 (stereo not drawn)	3.1	0.2	-4.5
COc1ccc(/C=N/OCC(=O)OCC(=O)N(C)c2ccccc2)cc1	2.0	2.2	3.2
CN(C(=O)COC(=O)C1COc2ccccc2O1)C1(C#N)CCCCC1 (stereo not drawn)	0.9	1.4	2.6
COc1ccc(CN(C)CC(=O)Nc2ccccc2C(=O)NC2CC2)cc1	0.3	-1.9	-4.0
CC1(C)CC(NC(=O)c2cc(S(=O)(=O)N3CCOCC3)ccc2Cl)CC(C)(C)N1	1.0	0.3	-2.4
Cc1ccc(NC(=O)c2ccc3c(c2)OCO3)cc1S(=O)(=O)N1CCOCC1	2.8	2.5	-1.0
COc1ccc(S(=O)(=O)N2CCCC2CNC(=O)C(=O)NCc2ccc(C)cc2)cc1 (stereo not drawn)	0.9	-0.3	-4.5
COc1ccc(S(N)(=O)=O)cc1C(=O)OCC(=O)Nc1ncc(Cl)c(C)c1Cl	0.6	0.6	-5.3
Cc1cc(Cn2nnc3ccccc32)c(O)c(C(C)(C)C)c1	5.2	-1.6	0.9
O=C(CSc1n[nH]c(-c2cccs2)n1)N1CCCCC1	0.0	-0.5	-4.3
CC(C)n1nccc1NS(=O)(=O)c1ccccc1	1.2	-0.6	2.2
O=C(Nc1cc(Cl)ccc1N1CCOCC1)c1ccc(F)c(S(=O)(=O)N2CCOCC2)c1	0.9	-1.6	-5.0
Cc1ccc(C2(C)NC(=O)N(CC(=O)Nc3ccc4c(c3)CCC4)C2=O)cc1 (stereo not drawn)	7.5	6.7	-4.7
O=C(COC(=O)c1ccc(F)cc1Cl)NC1CCCCCCC1	-1.4	-2.2	-3.5
O=C(CCS(=O)(=O)c1ccc(Cl)cc1)Nc1nnc(-c2ccco2)o1	-1.0	0.1	-1.1
COc1ccc(S(=O)(=O)N2CCOC23CCN(S(=O)(=O)c2ccccc2)CC3)cc1	1.7	1.4	-3.4
O=C(CCCSc1ccc(Cl)cc1)Nc1cc(S(=O)(=O)N2CCOCC2)ccc1O	3.4	12.2	-3.7
CC(C)c1ccc(OC(=O)c2ccc3c(=O)n4c(nc3c2)CCC4)cc1	7.6	8.6	-1.1
COc1cccc(NC(=O)CSc2nnc(-c3cccnc3)o2)c1	0.6	0.8	-0.7
O=C(c1nc[nH]c1C(=O)N1CCc2ccccc2C1)N1CCc2ccccc2C1	-0.2	-0.8	0.7
CC(Sc1nnc(-c2cccnc2)o1)C(=O)NC1CCCCC1 (stereo not drawn)	-0.2	0.9	-5.5
Nc1c(C(=O)CSc2nnc(Nc3ccc(F)cc3)s2)c(=O)[nH]c(=O)n1C1CC1	0.6	0.9	-4.4
CON(C)S(=O)(=O)NC(=O)C1=C(N2CCCC2)COC1=O	0.1	1.5	-5.9
Cc1ccc(NC(=O)COC(=O)CCc2c(C)nc3ncnn3c2C)cc1C	-0.7	-1.0	-2.4
O=C(Nc1cccc(C(=O)Nc2ccccc2C(=O)O)c1)c1cccc(Cl)c1	-0.9	0.3	8.7
O=C(CSc1nnnn1-c1cccc(F)c1)NC1CC1	0.4	1.9	-6.5
O=C1NC[C@H](c2ccccc2)OC(=O)[C@H](Cc2ccc(F)cc2)CC/C=C/C[C@H]1CC(=O)N(CCO)Cc1ccccc1	0.0	-1.4	-2.1
O=C(COC(=O)c1ccc(Cl)nc1)NCCc1ccccc1	1.9	0.1	3.9
C[C@]12c3[nH]c4ccccc4c3CCN1C(=O)C(CC(=O)NCc1cccc(C(F)(F)F)c1)C[C@@H]2C(=O)N1CCOCC1 (stereo partly drawn)	1.3	-2.3	-7.0
O=C(COC(=O)c1ccco1)NNC(=O)c1ccc(Cl)cc1	0.2	1.4	4.5
CSc1ncccc1C(=O)N1CCN(S(=O)(=O)c2ccc3c(c2)OCCO3)CC1	1.9	2.0	0.9

3 compounds picked at random from the list so far:
canonical_smiles	V1R ag counter	OXTR ag	GalR3 antag
CSc1ncccc1C(=O)N1CCN(S(=O)(=O)c2ccc3c(c2)OCCO3)CC1	1.9	2.0	0.9
Cc1ccc(NC(=O)COC(=O)CCc2c(C)nc3ncnn3c2C)cc1C	-0.7	-1.0	-2.4
C[C@]12c3[nH]c4ccccc4c3CCN1C(=O)C(CC(=O)NCc1cccc(C(F)(F)F)c1)C[C@@H]2C(=O)N1CCOCC1 (stereo partly drawn)	1.3	-2.3	-7.0

Quoted from the listing, three compounds:
canonical_smiles	V1R ag counter	OXTR ag	GalR3 antag
Cc1ccc(NC(=O)COC(=O)CCc2c(C)nc3ncnn3c2C)cc1C	-0.7	-1.0	-2.4
O=C(Nc1cccc(C(=O)Nc2ccccc2C(=O)O)c1)c1cccc(Cl)c1	-0.9	0.3	8.7
O=C(CSc1nnnn1-c1cccc(F)c1)NC1CC1	0.4	1.9	-6.5

Further entries:
canonical_smiles	V1R ag counter	OXTR ag	GalR3 antag
CC(Oc1ccccc1)C(=O)N1CCN(c2ccc(N3CCCCCC3)nn2)CC1 (stereo not drawn)	0.8	-0.7	-1.1
Cc1nc(SCC(=O)Nc2ccc3[nH]c(=O)[nH]c3c2)nc(C)c1C	-0.2	0.9	-1.4
N#Cc1ccsc1NC(=O)COC(=O)CCS(=O)(=O)c1ccccc1	2.1	2.8	-4.9
COc1ccccc1-c1oc2ccccc2c1C#CC(C)(C)O	0.2	-1.3	-8.3
Cc1c(C(=O)NC(=S)Nc2ccc(NC(=O)c3cccs3)cc2)oc2ccccc12	-0.7	0.8	4.1
O=C(Nc1cccnc1)c1ccc([N+](=O)[O-])s1	1.1	1.4	-7.6
Cc1ccc(S(=O)(=O)c2nc(Cc3ccccc3)oc2N2CCOCC2)cc1	4.9	0.6	-8.0
COc1ccc(NC(=O)N(C)C[C@H]2Oc3ccc(NC(=O)Nc4c(C)noc4C)cc3C(=O)N([C@H](C)CO)C[C@H]2C)cc1	0.1	1.1	-3.5
CN(c1ccccc1)S(=O)(=O)c1ccc(C(=O)NCC(c2ccco2)N2CCCCC2)cc1 (stereo not drawn)	3.6	1.2	-6.8
CC(C)CCN1C(N(C)C)=NC[C@@H]1C	1.7	-0.1	-2.4
O=C(NCCC1CCCCN1S(=O)(=O)c1ccc(F)cc1)C(=O)NCc1cccnc1 (stereo not drawn)	-0.6	-2.1	-3.2
COc1ccc(OCCN2CCN(S(=O)(=O)c3ccccc3C(F)(F)F)CC2)cc1	5.7	6.0	-4.6
COc1ccccc1C(=O)NC(=O)COC(=O)CCS(=O)(=O)c1ccc(C)cc1	0.6	-1.2	0.1
O=C(Nc1ccccc1N1CCCCC1)C1CC(=O)N(c2ccccc2F)C1 (stereo not drawn)	-0.4	-2.4	-4.1
COc1ccc(NC(=O)Nc2cccc3c2O[C@H](CN(C)S(C)(=O)=O)[C@@H](C)CN([C@H](C)CO)C3=O)cc1	0.8	1.1	-4.3
Cc1cccc(NC(=O)CN2CCN(C(=O)CNC(=O)Cc3cccc4ccccc34)CC2)c1C	3.1	0.9	-6.8
CN(CC(=O)Nc1cccc(F)c1)C(=O)CN1C(=O)C2CC=CCC2C1=O (stereo not drawn)	0.5	0.1	-0.4
CC(=O)Nc1ccc(S(=O)(=O)NC(C)c2ccncc2)cc1 (stereo not drawn)	0.3	1.2	-4.5
CC(C)c1ccc(NC(=O)C2CCCCN2S(=O)(=O)c2ccccc2)cc1 (stereo not drawn)	-0.1	-0.3	-5.7
Cc1ccc(S(=O)(=O)N(C)C)cc1NC(=O)C(C)OC(=O)c1ccc2ccccc2n1 (stereo not drawn)	1.3	-1.7	-2.1
CC1CC(C)CN(C(=O)COC(=O)c2nn(C)c(=O)c3ccccc23)C1 (stereo not drawn)	1.4	1.1	-3.7
CCN(C(=O)Cn1c(=O)oc2ccccc21)c1c(N)n(Cc2ccccc2)c(=O)[nH]c1=O	0.5	-1.0	-3.4
COc1ccc(C(CNC(=O)c2cccc(S(=O)(=O)N(C)c3ccccc3)c2)N2CCCC2)cc1 (stereo not drawn)	1.7	0.9	-7.2
CC(C)(C)OC(=O)N1CCN(C(=O)c2[nH]cnc2C(=O)Nc2ccon2)CC1	0.6	0.7	-1.6
Cc1ccc2nc(NC(=O)COC(=O)c3cccnc3)sc2c1	5.7	6.7	-3.9
CCOc1ccccc1OCC(=O)Nc1cccc(S(=O)(=O)NC2=NCCCCC2)c1	1.6	-1.4	-4.6
COc1ccc(NC(=O)CN(C)C(=O)Cc2c[nH]c3ccccc23)cc1	-0.3	0.4	-3.6
CCOc1ccc(S(=O)(=O)/N=C(/Nc2ccc(S(N)(=O)=O)cc2)c2ccccc2)cc1	1.1	1.2	-4.9
Cc1cc(OCC(=O)Nc2ncn[nH]2)ccc1Cl	0.4	2.5	-1.6
C=C[C@@H]1c2cccc(C)c2N(S(=O)(=O)c2ccc(C)cc2)[C@H](c2ccccc2)C1(C#N)S(=O)(=O)c1ccccc1 (stereo partly drawn)	2.1	1.2	-3.1
Cc1ccc2nc(N3CCN(C(=O)c4ccco4)CC3)sc2c1	1.8	0.1	-6.7
COc1ccc(S(=O)(=O)NCc2ccccn2)cc1NC(=O)c1ccccc1C	-0.3	-0.1	-4.3
O=C(COC(=O)CCc1ccccc1)NCc1ccc2c(c1)OCO2	0.8	-0.1	-4.2
CC(O)[C@H]1CC[C@H]2[C@@H]3CC[C@H]4C[C@@H](O)CC[C@]4(C)[C@H]3/C(=N/O)C[C@]12C (stereo partly drawn)	7.2	7.0	-4.5
CCN[C@H]1CN(CCCOC)S(=O)(=O)c2sc(S(N)(=O)=O)cc21	0.3	0.4	0.1
COc1cc(CC(=O)OCC(=O)c2c[nH]c3ccccc23)cc(OC)c1OC	2.4	1.1	-3.7
CCN(C(=O)N(CC)c1ccccc1)c1ccccc1	-1.0	-1.8	-3.4
CC(NC(=O)C1CCN(C(=O)c2cccs2)CC1)c1ccc(S(N)(=O)=O)cc1 (stereo not drawn)	-0.8	1.4	-4.3
CSCCC(NC(=O)c1ccco1)C(=O)N1CCCC(C(F)(F)F)C1 (stereo not drawn)	2.4	-0.3	-2.3
CC(=O)N1CCN(C(=O)c2cccc(NS(=O)(=O)c3ccc(Br)cc3)c2)CC1	-0.7	1.0	-3.1
CCC(C(=O)OCC(=O)N(C)c1c(N)n(Cc2ccccc2)c(=O)[nH]c1=O)c1ccccc1 (stereo not drawn)	7.9	-0.3	-2.5
CCN(C[C@H]1N[C@@](CC)(C(=O)OC)[C@H]2C(=O)N(Cc3ccccc3)C(=O)[C@@H]12)S(=O)(=O)c1ccc(OC)cc1	1.3	-0.2	-2.2
C[C@H](/C=C/[C@@]1(O)[C@H](C)C[C@H](O)CC1(C)C)O[C@@H]1O[C@H](CO)[C@@H](O)[C@H](O)[C@H]1O	0.9	0.9	-5.5
CCOC(=O)C1CCCN(C(=O)c2ccc(-c3ccc([N+](=O)[O-])cc3)o2)C1 (stereo not drawn)	-1.0	-2.9	-0.8
CCCCCCC[N+](CC)(CC)CCCCc1ccc(Cl)cc1	-0.4	-1.9	1.3
N#Cc1ccc(C2=CC(=O)C[C@H](c3ccc4c(c3)OCO4)C2)cc1	0.0	-0.6	-6.6
